# Salmonella PhoP GFP: PhoP regulon inhibitors, Salmonella typhi PhoP promoter GFP reporter, confirmatory (AID 1850); Salmonella Typhi PhoP-promoter GFP reporter, fluorescence, 4 h; higher % means a stronger effect; one-dose inhibition, % at 50 µM; IC50 in µM for titrated hits; actives 0.33% (n = 310,000); in the data active = a potency from the dose series; inconclusive = inhibition mostly from about 25% at the one dose, without a potency; inactive = the rest, 99 in 100 with inhibition below about 19%;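 also: 0% = induced wells with vehicle and 100% = uninduced wells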
# H37Rv inhibition: M. tuberculosis growth inhibition, HTS (AID 449762); actives 0.59% (n = 330,000); inhibition, % at 25 µM, or IC50 in µM where a hit was titrated; M. tuberculosis H37Rv growth inhibition, 7H9 media; higher % means a stronger effect; in the data active = a potency from the dose series; inconclusive = inhibition above about 70% without an active follow-up result;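 also: bacterial growth assessed after seven days of incubation; strong numbers were not always called active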
# M. tuberculosis: growth inhibition of non-replicating M. tuberculosis (AID 488890) | Mycobacterium tuberculosis non-replicating, growth inhibition; higher % means a stronger effect | one-dose inhibition, % at 25 µM; IC50 in µM for titrated hits | actives 0.39% (n = 320,000); in the data active = a potency from the dose series; inconclusive = inhibition mostly from about 82% at the one dose, without a potency; inactive = the rest, 99 in 100 with inhibition below about 76%;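 also: plate controls were DMSO cells for no effect and high antibiotic wells for full effect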
# inhibitors of VEEV: inhibitors of VEEV TC-83 cytopathic effect, confirmation, Vero cells (AID 588727); Vero cells, VEEV TC-83 cytopathic effect inhibition; higher % means a stronger effect; inhibition, % at 20 µM; hits with a dose series show IC50 in µM; actives 0.13% (n = 350,000); in the data active = a potency from the dose series; inconclusive = inhibition mostly from about 14% at the one dose, without a potency; inactive = the rest, 99 in 100 with inhibition below about 12%; also: strong numbers were not always called active
# influenza NS1A: H1N1 influenza NS1A inhibitors, functional cell based assay (AID 504329) | NS1A functional cell-based assay, percent inhibition; higher % means a stronger effect | one-dose inhibition, % at 12.5 µM; IC50 in µM for titrated hits | actives 0.3% (n = 340,000); in the data active = a potency from the dose series; inconclusive = inhibition above about 27% without an active follow-up result; also: strong numbers were not always called active
# inhibitors of VEEV 10K pilot screen: recorded beside inhibitors of VEEV, whose call it bears; inhibition, %; measured here: 10K pilot screen inhibition
# Numbers without * were called inactive; i = inactive; ? = inconclusive; nt = no result given. The order is random (roughly 1.6% active in at least one column).
SMILES,Salmonella PhoP GFP,H37Rv inhibition,M. tuberculosis,inhibitors of VEEV,influenza NS1A,others
CCCCOCC1CC(CC#CCN2CCCCC2)C(=O)O1 (stereo unspecified),nt,nt,nt,2.9%,-2%,
CCOC(=O)c1c(NC(=O)c2ccoc2C)sc(C(=O)N(C)C)c1C,2%,-4%,2%,7.0%,0%,
CN(C)/C=N/C(=S)Nc1ccc(F)cc1,-10%,-19%,19%,5.8%,-13%,
CC(C)(C)C(=O)Oc1cc(N)n(S(=O)(=O)c2ccccc2)n1,4%,-4%,-14%,0.1%,7%,
Cc1cc(N2CCCC2)nc2ccc(NC(=S)NCCCOC(C)C)cc12,-7%,3%,?,0.0%,11%,
Cc1ccc(CN(C)C(=O)c2cccc(S(=O)(=O)N3CCc4ccccc43)c2)cc1,nt,-1%,11%,1.5%,2%,
CCc1ccc(C(=O)NNC(=O)c2cc(S(=O)(=O)N(C)C)ccc2N2CCCC2)cc1,-6%,-27%,1%,5.7%,-9%,
O=C1C2C3C=CC(C3)C2C(=O)N1CCc1ccccc1 (stereo unspecified),-7%,-6%,0%,1.8%,3%,
CC(=O)Nc1ccc(OS(=O)(=O)c2ccc(C)cc2C)cc1,2%,-2%,3%,8.0%,-4%,
CC(C)C(=O)C1=Cc2cccc([N+](=O)[O-])c2OC1N1CCOCC1 (stereo unspecified),nt,-3%,0%,3.6%,-2%,
COc1ccc(S(=O)(=O)N(C)c2ccc(C(=O)NC3CCCC3)cc2)cc1,5%,36%,10%,1.2%,-1%,
C=CCN1CCN(C(c2ccccc2OC)c2nnnn2C(C)(C)C)CC1 (stereo unspecified),2%,0%,-4%,1.0%,1%,
CC(C)=CCc1c(O)c(CC=C(C)C)c2c(c1O)C(=O)CC(c1ccc(O)cc1)O2 (stereo unspecified),11%,7%,20%,8.0%,-6%,
COc1cc(C(=O)O/N=C2/C=CC(=O)C(C)=C2C)cc(OC)c1OC,nt,nt,nt,36%,0%,
O=C(Nc1ccc(Cl)cc1)Nc1ccc(Br)cn1,-4%,5%,3%,1.2%,4%,

# A stretch taken from the entries so far, for reference:
SMILES,Salmonella PhoP GFP,H37Rv inhibition,M. tuberculosis,inhibitors of VEEV,influenza NS1A,others
COc1cc(C(=O)O/N=C2/C=CC(=O)C(C)=C2C)cc(OC)c1OC,nt,nt,nt,36%,0%,
O=C(Nc1ccc(Cl)cc1)Nc1ccc(Br)cn1,-4%,5%,3%,1.2%,4%,

# Next records follow.
SMILES,Salmonella PhoP GFP,H37Rv inhibition,M. tuberculosis,inhibitors of VEEV,influenza NS1A,others
Cc1cccc(C(=O)O[C@@H]2[C@H](Cc3ccccc3)NS(=O)(=O)[C@H]3C[C@@H]4C=C[C@]23O4)c1,nt,-6%,28%,0.1%,-1%,
COc1ccc(NC(=O)N2CCC(Cc3ccccc3)CC2)cc1,3%,8%,46%,0.0%,-2%,inhibitors of VEEV 10K pilot screen=4.1
C/C(=N\NS(=O)(=O)c1ccc(C)cc1)c1ccc(Br)s1,1%,7%,-9%,i,8%,
Cc1nn(Cc2ccc(Cl)cc2)c(C)c1NC(=O)/C=C/c1cnn(C)c1,-2%,-7%,8%,1.2%,-5%,
COc1ccc(Cl)cc1NC(=O)CSc1nc(NS(=O)(=O)c2ccc(C)cc2)cc(=O)[nH]1,10%,6%,-2%,2.1%,-3%,
Cc1c(Cc2ccccc2)c(=O)oc2cc(OCC(=O)N[C@@H](Cc3ccccc3)C(=O)O)ccc12,1%,4%,41%,0.1%,-3%,
Cc1ccccc1Cn1c([N+](=O)[O-])cnc1C,3%,10%,-7%,1.4%,4%,
O=C(CSc1nnc(Cc2cccs2)n1CCc1ccccc1)N1CCCc2ccccc21,0%,nt,nt,i,12%,
CCNC(=O)C(=O)NCCC1CCCCN1S(=O)(=O)c1cccs1 (stereo unspecified),-6%,-1%,23%,i,-4%,
Cc1c(Cl)cccc1NC(=S)N1CCCCCC1,5%,3%,25%,0.9%,18%,
CCCCn1c(=NC(=O)c2ccc3c(c2)OCO3)c(C#N)cc2c(=O)n3cccc(C)c3nc21,2%,9%,10%,3.6%,-7%,
COC(=O)N1c2ccccc2C=Cc2ccccc21,-2%,4%,25%,i,19%,
O=C1CC2OCC=C3CN4CCC56c7cc([N+](=O)[O-])ccc7N1C5C2C3CC46 (stereo unspecified),-12%,3%,-7%,1.2%,-1%,
O=C(C#Cc1ccccc1)c1ccc([N+](=O)[O-])cc1,nt,nt,nt,11%,16%,
O=C1NC(=O)C(CC(=O)N(c2ccccc2)C2(C(=O)NC3CCCC3)CCCCC2)N1 (stereo unspecified),4%,0%,3%,1.2%,-1%,
NC(=O)CNc1n[nH]c(=S)[nH]c1=O,-7%,3%,0%,i,2%,inhibitors of VEEV 10K pilot screen=0.0
CC1(C)CC(=O)C2=C(C1)OC(N)=C(C#N)C2C#Cc1ccccc1 (stereo unspecified),4%,?,4.1µM*,?,2%,
COc1ccc(NC2Oc3cc4c(cc3C(c3cc(OC)c(OC)c(OC)c3)C2C)OCO4)cc1 (stereo unspecified),nt,nt,nt,11%,-1%,
Cc1ccc(S(=O)(=O)Nc2c(C)n(C)n(-c3ccccc3)c2=O)cc1C(=O)NCc1ccccc1,nt,-6%,21%,3.2%,-6%,
O=C(Cn1cnc2c(NCc3ccccc3)ncnc21)NCCc1cc2ccccc2[nH]1,nt,nt,nt,0.8%,-11%,
CO/N=C/C=C1/N(C)c2ccccc2C1(C)C,8%,-6%,5%,3.6%,12%,
c1ccc(CNc2c3c(nc4ncnn24)CCCC3)nc1,-9%,-6%,nt,0.3%,7%,
Cc1cc(NC(=O)CON=C(N)CC(=O)Nc2ccccc2Cl)ccc1Br,nt,nt,nt,7.8%,0%,
CCOc1ccc2nc(Cl)c(C3CC(c4ccccc4)=NN3C(=O)c3cccs3)cc2c1 (stereo unspecified),-4%,-4%,-25%,i,6%,
CCCC(=O)Nc1ccccc1-c1nnn(CC(=O)Nc2ccc(OCC)cc2)n1,-19%,1%,7%,3.9%,7%,
CCCCNC(=O)Nc1ccc(C(O)(C(=O)OCC)C(F)(F)F)cc1 (stereo unspecified),-6%,-11%,34%,2.9%,24%,
O=C1c2ccccc2C(Nc2ccc(-c3nc4ccccc4[nH]3)cc2)N1Cc1ccco1 (stereo unspecified),-3%,60%,44%,12%,7%,
COc1ccc(OC(C)C(=O)N2CCOCC2)cc1 (stereo unspecified),5%,-2%,0%,6.2%,0%,
CCC(=O)NNc1cc(=O)c2c(=O)n(C)c(=O)n(C)c2[nH]1,0%,-2%,32%,i,-4%,
CC[C@H]1CN2CCC1C[C@@H]2[C@@H](O)c1ccnc2ccc(OC)cc12 (stereo partly specified),nt,nt,nt,0.4%,-4%,
CCN1CCN(c2ccc(S(=O)(=O)N3CCCCC3)cc2NC(=O)/C=C/c2ccc(F)cc2)CC1,-3%,5%,33%,2.9%,3%,
COc1ccc(Cc2nnc(NC(=O)Cn3cnc4c3c(=O)n(C)c(=O)n4C)s2)cc1,11%,-8%,-3%,i,9%,
CC1=NNC(=O)C1C(c1ccc(F)cc1)C(C#N)C#N (stereo unspecified),-2%,-4%,-3%,0.8%,1%,
Cc1ccc(NC(=O)CCc2ccc(C)o2)c(C)c1,-23%,8%,nt,i,5%,
Cc1ccc2cc(CN(C(=O)c3ccncc3)C(C)C)c(=O)[nH]c2c1,-24%,1%,12%,2.5%,-6%,
CCOc1ccc(-c2nc(N)ncc2Oc2ccc(OC)cc2)c(O)c1,9%,6%,7%,4.6%,10%,
CS(=O)(=O)N1CCN(c2ccc(C(=O)NC3C4CC5CC(C4)CC3C5)cc2[N+](=O)[O-])CC1 (stereo unspecified),-1%,60%,15%,i,27%,inhibitors of VEEV 10K pilot screen=3.8
CN(C)S(=O)(=O)c1cccc(NC(=O)CCc2c[nH]c3ccccc23)c1,-5%,4%,8%,10%,5%,
COc1ccc(NC(=O)N2CC(C)OC(C)C2)cc1OC (stereo unspecified),-12%,-21%,-11%,i,-3%,
COC(=O)c1cn(NC(=O)c2cc(OC)cc(OC)c2)c(=O)c2ccccc12,-7%,-5%,-4%,5.8%,8%,
COc1cc2c(cc1OC)C(C)N(C(=O)Cn1ncc3c1-c1ccccc1OC3)CC2 (stereo unspecified),-6%,-6%,15%,1.8%,9%,
CCCCC[n+]1ccn(C2=C([O-])c3ccccc3C(=O)/C2=N\S(=O)(=O)c2ccc(Br)cc2)c1,-19%,-1%,15%,8.3%,2%,
CC(=O)N1CCCc2cc(S(=O)(=O)N3CCCC(C(=O)N4CCN(c5cccc(Cl)c5)CC4)C3)ccc21 (stereo unspecified),-4%,?,55%,11%,1%,
CC(=O)Nc1sc(NC(=O)c2ccc(C)cc2)nc1-c1cccs1,10%,3%,-15%,3.7%,1%,
CCN(c1ccc(NC(=O)COC(=O)c2ccc([N+](=O)[O-])o2)cc1)C(C)C,nt,?,60%,1.8%,-2%,
Cc1csc(NC(=O)CSc2nc3ccccc3c(=O)[nH]2)n1,3%,1%,2%,i,5%,inhibitors of VEEV 10K pilot screen=0.7
COc1ccc(-c2csc(NC(=O)COC(=O)c3ccco3)n2)cc1,-1%,57%,64%,0.3%,-8%,
Clc1ccc(SCCN2CCNCC2)cc1,3%,6%,2%,1.1%,9%,
CCCNCC(O)Cn1c2ccccc2n2c(=O)cc(C)c(C#N)c12 (stereo unspecified),-5%,5%,42%,9.3%,-15%,
C/C(CC(=O)Nc1cc(C)cc(C)c1)=N\NC(=O)c1ccccn1,-5%,?,65%,i,0%,
CN(C)c1cc(N)c2c(n1)CCC2 (tested in a mixture with another compound),-5%,-4%,1%,2.2%,-1%,
CC(=O)NNC(=O)CCC(=O)Nc1ccccc1,-6%,-1%,-1%,i,-6%,
O=C(CCn1c(=S)[nH]c2ccccc2c1=O)NCCc1ccc(Cl)cc1,-8%,2%,-26%,0.1%,7%,
COC(=O)C1CN(C(=O)C(C)Oc2ccc(C)c(C)c2)c2ccccc2O1 (stereo unspecified),-4%,2%,0%,i,-3%,
CC(=O)c1cccc(N/C=C\c2nnnn2-c2ccc(F)cc2)c1,-1%,-3%,10%,1.3%,-14%,
CCCn1nc2cc(C(=O)NCc3ccc(OC(F)(F)F)cc3)ccc2c1OCC,2%,-6%,17%,2.2%,0%,
CC(=N\NC(=O)c1ccccc1)/C(=N/O)C(=O)Nc1ccccc1,-2%,19%,53%,1.6%,6%,
CSc1ccc(S(=O)(=O)NCC(=O)OCC(=O)N2CCCC2=O)cc1[N+](=O)[O-],1%,5%,-5%,0.1%,3%,
COc1ccc(C)cc1NC(=O)COC(=O)c1ccc(OCc2ccc(Cl)cc2Cl)c(OC)c1,-7%,-3%,-8%,0.9%,-6%,
O=C(/C=C/c1ccccc1)N1CCC(Cc2ccccc2)CC1,-5%,6%,72%,5.4%,-2%,
CCOc1ccc(NC(=O)C(C)Sc2nccn2C)cc1 (stereo unspecified),-3%,5%,31%,1.3%,-9%,

# For reference, 13 of the compounds above.
SMILES,Salmonella PhoP GFP,H37Rv inhibition,M. tuberculosis,inhibitors of VEEV,influenza NS1A,others
CCCNCC(O)Cn1c2ccccc2n2c(=O)cc(C)c(C#N)c12 (stereo unspecified),-5%,5%,42%,9.3%,-15%,
C/C(CC(=O)Nc1cc(C)cc(C)c1)=N\NC(=O)c1ccccn1,-5%,?,65%,i,0%,
CN(C)c1cc(N)c2c(n1)CCC2 (tested in a mixture with another compound),-5%,-4%,1%,2.2%,-1%,
CC(=O)NNC(=O)CCC(=O)Nc1ccccc1,-6%,-1%,-1%,i,-6%,
O=C(CCn1c(=S)[nH]c2ccccc2c1=O)NCCc1ccc(Cl)cc1,-8%,2%,-26%,0.1%,7%,
COC(=O)C1CN(C(=O)C(C)Oc2ccc(C)c(C)c2)c2ccccc2O1 (stereo unspecified),-4%,2%,0%,i,-3%,
CC(=O)c1cccc(N/C=C\c2nnnn2-c2ccc(F)cc2)c1,-1%,-3%,10%,1.3%,-14%,
CCCn1nc2cc(C(=O)NCc3ccc(OC(F)(F)F)cc3)ccc2c1OCC,2%,-6%,17%,2.2%,0%,
CC(=N\NC(=O)c1ccccc1)/C(=N/O)C(=O)Nc1ccccc1,-2%,19%,53%,1.6%,6%,
CSc1ccc(S(=O)(=O)NCC(=O)OCC(=O)N2CCCC2=O)cc1[N+](=O)[O-],1%,5%,-5%,0.1%,3%,
COc1ccc(C)cc1NC(=O)COC(=O)c1ccc(OCc2ccc(Cl)cc2Cl)c(OC)c1,-7%,-3%,-8%,0.9%,-6%,
O=C(/C=C/c1ccccc1)N1CCC(Cc2ccccc2)CC1,-5%,6%,72%,5.4%,-2%,
CCOc1ccc(NC(=O)C(C)Sc2nccn2C)cc1 (stereo unspecified),-3%,5%,31%,1.3%,-9%,

# Compound activity deposited in PubChem BioAssay by Southern Research Specialized Biocontainment Screening Center.
